# BCR signal inh: inhibitors of chronic active B-cell receptor signaling. Potency, µM (titrated, usually from 46.1 µM), for inactives: at the top dose ratio change, negative = lower green/red ratio, actives largely listed as inhibitors. AID 493014. actives 0.05% (n = 340,000). ABC-DLBCL IkBa-CBG/CBR reporter, luminescence ratio, 4 h; active = well fitted inhibition curve with a large enough effect in the signal ratio, with a control signal flat, not every such curve was filed as active; inconclusive = small, poorly fitted or top-dose-only effect, or effect the other way, or a change in a side signal; the % refers to the signal ratio;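 note: potency is the fitted concentration of half-maximal effect; plate controls were basal doxycycline-induced cells for no effect and cells given 10 µM MG132 for full effect; MG132 reads +100%, hits lower the ratio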
#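 Doxycycline induced both beetle luciferases in TMD8 lymphoma cells; IKK-driven degradation limits the IkappaBalpha-fused green signal, while red luminescence normalises for cell number and nonspecific effects. Compounds tested up to 46 uM, 4 hrs.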
# PKM2 act: increases activity of human pyruvate kinase M2. P14618. purified PKM2, Kinase-Glo ATP luminescence, activation; response scale: 0% is enzyme alone, no compound. Potency, µM (series often up to 57.5 µM), for inactives: top-dose activation, usual class: activators. actives 0.34% (n = 260,000); note: potency is the fitted concentration of half-maximal effect; nearly all actives have a fitted effect of over 55% in size
#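 Purified hPK-M2 (>95% pure) converted ADP (0.1 mM final) to ATP with 0.5 mM PEP in 50 mM imidazole pH7.2, KCl, MgCl2, Tween 20, BSA; 1 h at room temperature. ATP detected by Kinase-Glo luminescence.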
# KCNH2 3.1 block: blocks the human KCNH2 3.1 channel isoform. U2OS KCNH2 3.1, thallium flux FluxOr; stronger effect = lower value. activity change, % (tested at about 1.8 µM). actives 0.95% (n = 340,000);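 active = maximum activity change below -70%; inconclusive = maximum activity change from -70% to -50%; inactive = maximum activity change above -50%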;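 note: thallium influx rate constant from kinetic fluorescence after stimulation buffer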
#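 Steps: virus added to U2OS suspension (4 h, RT, dark); medium with 10% FBS added, cells plated, 37 C overnight; FluxOr/Red40 loading buffer 45 min RT; stimulation buffer, 2 min kinetic read; rate constant normalized.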
# USP2a inh: USP2a (human) protease inhibition | O75604 | USP2 core, Ub-CHOP2 coupled fluorogenic reporter, 485/531 | Potency, µM (series often up to 38.3 µM), inactives show top-dose activity change, negative = inhibition, hits mostly inhibitors | AID 463254 | actives 0.01% (n = 330,000);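 note: potency is the fitted concentration of half-maximal effect; plate controls were DMSO wells for no effect and full inhibition by NEM control for full effect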
# Target sequence (O75604 whole entry, looked up): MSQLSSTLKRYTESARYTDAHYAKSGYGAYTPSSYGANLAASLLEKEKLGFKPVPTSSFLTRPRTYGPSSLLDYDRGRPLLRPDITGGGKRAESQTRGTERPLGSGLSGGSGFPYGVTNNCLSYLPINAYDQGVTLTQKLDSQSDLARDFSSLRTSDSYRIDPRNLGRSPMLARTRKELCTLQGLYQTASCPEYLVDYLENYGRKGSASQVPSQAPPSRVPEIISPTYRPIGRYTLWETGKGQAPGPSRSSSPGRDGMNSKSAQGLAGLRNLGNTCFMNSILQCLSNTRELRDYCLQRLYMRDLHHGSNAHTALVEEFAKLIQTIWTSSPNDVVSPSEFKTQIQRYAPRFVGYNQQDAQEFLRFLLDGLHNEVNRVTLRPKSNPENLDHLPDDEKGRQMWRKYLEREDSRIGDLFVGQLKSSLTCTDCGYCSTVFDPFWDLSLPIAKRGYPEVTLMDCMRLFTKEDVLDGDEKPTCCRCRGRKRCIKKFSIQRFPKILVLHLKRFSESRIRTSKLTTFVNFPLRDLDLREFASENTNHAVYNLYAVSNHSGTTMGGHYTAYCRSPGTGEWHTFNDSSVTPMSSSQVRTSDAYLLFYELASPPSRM
#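 Cell-free coupled assay: 10nM USP2 core preincubated 30min RT with compound in Tris-HCl pH 8.0/CaCl2/CHAPS buffer, then 25nM Ub-CHOP2 and 25nM reporter substrate; fluorescence (Ex 485/Em 531) read after 60min RT, normalized to NEM inhibition, concentration-response curves fitted.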
# B2AR arrestin: recruits beta-arrestin to the human beta2-adrenergic receptor | P07550 | beta-arrestin recruitment to beta2AR, cell-based reporter | Potency, µM (highest dose often 46.1 µM), inactives show at the top dose activation, usual class: activators | actives 0.02% (n = 330,000) | AID 492947;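 note: potency is the fitted concentration of half-maximal effect; 0% = DMSO controls and full agonism = EC100 isoproterenol or metaproterenol; nearly all actives have a fitted effect of over 65% in size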
# Target sequence (P07550 whole entry, looked up): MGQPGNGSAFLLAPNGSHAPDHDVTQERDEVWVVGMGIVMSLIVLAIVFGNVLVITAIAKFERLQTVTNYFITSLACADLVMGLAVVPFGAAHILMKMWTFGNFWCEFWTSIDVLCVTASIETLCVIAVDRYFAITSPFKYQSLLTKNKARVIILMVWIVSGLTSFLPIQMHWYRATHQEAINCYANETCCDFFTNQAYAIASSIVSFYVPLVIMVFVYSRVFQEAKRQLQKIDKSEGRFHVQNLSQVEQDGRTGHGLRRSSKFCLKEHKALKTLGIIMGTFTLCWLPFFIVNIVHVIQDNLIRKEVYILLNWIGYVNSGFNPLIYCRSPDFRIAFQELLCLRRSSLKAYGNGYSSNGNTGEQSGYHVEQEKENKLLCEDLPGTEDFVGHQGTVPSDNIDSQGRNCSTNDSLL
# FBPA coupling cs: coupling enzyme interference in Giardia aldolase counter-screen | activity change, negative = inhibition, % at 58.2 µM, hits read low | actives 0.67% (n = 290,000) | coupling enzyme system counterscreen, AmpLite Red fluorescence; in the data active = activity change below about -30%
#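 First, compound is pin-transferred into glyceraldehyde-3-phosphate coupling-enzyme reagent at 57.5 uM final and held 10 min at RT. Next, substrate, coupling system and AmpLite Red are added. After 20 min RT, fluorescence (525/598 nm) is read.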
# GALK inhibitor: galactokinase (human) inhibition. Potency, µM (titrated, usually from 57.5 µM), inactives show top-dose activity change, negative = inhibition, usual class: inhibitors. actives 0.007% (n = 270,000). Purified GALK, Kinase-Glo residual ATP luminescence. AID 1868; note: potency is the fitted concentration of half-maximal effect
#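 Luminescence from leftover ATP (Ultra-Glo luciferase/luciferin) served as read-out after a 1 h room-temperature reaction of 5 nM GALK with 35 uM ATP and 100 uM galactose.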
# Giardia killer: Giardia lamblia killing. Giardia lamblia trophozoite viability. activity change, % at 7.66 µM, hits read low. actives 0.15% (n = 340,000). AID 540267; in the data active = activity change below about -80%; inconclusive = between about -30% and that limit;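 note: parasites exposed to compound for two days anaerobically before the ATP read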
#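 Luminescence from cellular ATP indicates surviving trophozoites (100 cells/well) following 48 hrs anaerobic compound treatment at 37 deg C; signal develops 15-30 min at room temperature.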
# KCNH2 WT inh: KCNH2 (human, wildtype) channel inhibition | actives 0.37% (n = 340,000) | Q12809 | AID 720551 | activity change, % at 1.84 µM | U2OS, BacMam KCNH2, thallium flux FluxOr; stronger effect = lower value;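 active = maximum activity change below -70%; inconclusive = maximum activity change between -70% and -50%; inactive = maximum activity change above -50%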
#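 U2OS cells transduced with wild-type KCNH2 virus are loaded with FluxOr dye for 45 min, and thallium flux is measured in kinetic reads before and after stimulation buffer. Rate constants are normalized to DMSO controls.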
# Eya2 phos inh: Eya2 (human) phosphatase inhibition; O00167; recombinant Eya2, OMFP fluorescence dephosphorylation (OMFP is methylfluorescein phosphate); Potency, µM (top dose mostly 76.9 µM), for the others: top-dose activity, negative = inhibition, hits mostly inhibitors; actives 0.006% (n = 330,000); AID 488837; note: potency is the fitted concentration of half-maximal effect
#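 Eya2 (0.2 uM) preincubated 10 min at ambient with compound, then OMFP substrate added at 50 uM; 10 min reaction in 50 mM HEPES pH 7.5, 50 mM NaCl, 5 uM MgCl2, 0.05% BSA, 1 mM DTT. Fluorescence read at Ex 485/Em 525 nm.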
# uPA surface inh: cell surface uPA generation inhibition; AID 540303; actives 0.31% (n = 330,000); cell surface uPA generation assay, qHTS; Potency, µM (top dose mostly 38.3 µM), inactives show at the top dose activity change, negative = inhibition, hits mostly inhibitors; active = well fitted inhibition curve with a large enough effect; inconclusive = small, poorly fitted or top-dose-only effect; inactive = no such curve, though single readings can be large or run the other way; tested in mouse RAW 264.7 cells; note: potency is the fitted concentration of half-maximal effect; nearly all actives have a fitted effect of over 55% in size
# Active calls of the source: *; u = inconclusive; x = not tested or not shown; [ ] = remark or other dose. Unless noted, calls come from the whole dose curve; as a rule, active = well fitted curve in the direction sought with a large enough effect; inconclusive = small, poorly fitted or top-dose-only effect, or another doubt; inactive = no such curve, though single readings can be large; an effect the other way counts as inactive or inconclusive. Unless noted, % is set by controls: 0 for no effect and ±100 for the full control effect.
SMILES,BCR signal inh,PKM2 act,KCNH2 3.1 block,USP2a inh,B2AR arrestin,FBPA coupling cs,GALK inhibitor,Giardia killer,KCNH2 WT inh,Eya2 phos inh,uPA surface inh
CCO[C@@H]1OC(C(=O)N2CCN(Cc3ccccc3)CC2)=C[C@H](c2ccc(Br)cc2)[C@H]1CCCO,11%,-4%,-9,-3%,0.0%,3,-1%,18,0,u,u
COc1cc(CNc2ccc(C)c(C)c2)cc(OC)c1OC,u,15%,-1,-2%,-0.2%,-4,7%,8,-11,-7%,u
Cc1csc(SCC(=O)NC(C)c2ccccc2)n1 (stereo unspecified),1%,2%,-32,2%,0.1%,1,-1%,5,x,8%,12%
c1ccc2c(c1)Nc1cc3ccccc3cc1S2,6%,-29%,-8,4%,-0.2%,-13,x,-21,-9,-7%,3%
CC1=NN(Cc2c(C)nn(Cc3ccccc3)c2C)C(C)(C)C1,2%,13%,1,0%,0.5%,0,6%,-9,-19,-3%,1%
Nc1c(N(Cc2ccccc2)C(=O)COc2ccc(F)cc2Cl)c(=O)[nH]c(=O)n1Cc1ccccc1,5%,x,8,-1%,-0.1%,x,x,5,4,7%,5%
O=C(N/N=C/c1ccc([N+](=O)[O-])cc1)c1cc(-c2ccc3c(c2)OCO3)n[nH]1,-2%,0%,2,1%,0.2%,4,4%,-9,-2,-6%,-5%
C=CCNC(=S)Nc1sc2c(c1C#N)CCCC2,0%,-1%,-7,1%,-0.2%,2,14%,0,-2,u,-1%
NS(=O)(=O)c1ccc(N=Nc2c(=O)[nH]n3c(=O)c4c([nH]c23)CCCC4)cc1,u,-7%,1,-7%,-0.3%,11,3%,-6,-5,u,0%
CCN(CC)S(=O)(=O)c1ccc(NC(=O)CSc2nnc(-c3ccc(F)cc3)o2)cc1,-3%,1%,-2,2%,0.2%,-1,0%,-6,5,-13%,-4%
COc1ccccc1Cc1nc(-c2ccncc2)no1,-20%,-3%,10,3%,-0.3%,5,4%,11,0,-5%,-3%
O=[N+]([O-])c1ccc2nc(-c3ccncc3)[nH]c2c1,u,-12%,16,0%,-0.1%,-4,8%,29,0,-6%,-18%
COc1ccc(C2CC3(CC(C)(C)NC(=S)N3)Oc3cc(O)cc(C)c32)cc1 (stereo unspecified),u,0%,-3,0%,u,-6,-1%,-6,-15,-5%,5%
O=C(OCc1nc2ccccc2s1)c1ccc([N+](=O)[O-])o1,4%,4%,-16,1%,-0.3%,0,14%,15,-28,-7%,-6%
CC1(c2nnc(-c3cccc(Cl)c3)o2)CC(c2cccc([N+](=O)[O-])c2)=NO1 (stereo unspecified),-7%,1%,3,-1%,-1.0%,0,x,-20,-1,2%,4%
N#Cc1c(-c2ccccc2)nc(SCC(=O)Nc2ccccc2F)[nH]c1=O,1%,-1%,-9,-1%,-0.7%,19,x,6,-1,8%,2%
CC1=CC(C)(C)N2C(=O)C3(N=C(N)NC(Nc4ccccc4)=N3)c3cc(C)cc1c32 (stereo unspecified),13%,0%,x,0%,-0.1%,8,-3%,-10,-6,-16%,0%
CCOc1ccccc1N1CCN(C(=O)CSc2ccc3c(c2)OCCO3)CC1,u,x,14,0%,0.1%,x,x,12,16,12%,-2%
CC(C)c1c(C(=O)N/N=C/C=C/c2ccccc2)nnn1-c1nonc1N,3%,x,-10,3%,0.3%,x,-1%,-5,-8,-5%,-4%
O=c1c(-c2ccnn2-c2ccc(F)cc2)cnc2n1CCS2,11%,-8%,-12,-5%,0.0%,3,0%,3,4,-24%,0%
COCCOC(=O)CSc1ncccc1-c1nc2cc(C)c(C)cc2[nH]1,u,x,-21,1%,0.1%,-10,9%,u,x,-5%,u
CC(=O)OCc1c(C(F)(F)F)nn(C)c1Oc1cccc(C(F)(F)F)c1,4%,15%,-9,0%,-0.1%,-8,-2%,19,2,-18%,6%
O=C(O)c1ccc(N/N=C/c2cc(Br)cs2)cc1,u,x,-1,3%,0.5%,3,9%,-1,3,3%,1%
CCOc1ccc(N/C=C/C(=O)c2ccccc2)c([N+](=O)[O-])c1,-7%,-34%,-2,0%,-0.3%,-1,10%,-8,-12,-1%,-14%
O=C(OCC(=O)N1N=C(c2ccc(Cl)cc2)CC1c1ccco1)c1cccnc1 (stereo unspecified),u,x,-3,u,-0.2%,x,x,33[activator],-5,-11%,u
NC(=O)c1sc2nc3c(c(-c4ccco4)c2c1N)CCC3,u,-4%,-1,1%,-0.2%,-25,0%,-16,-9,5%,4%
Cc1cccc(OCC(=O)N(Cc2nnc(-c3ccccc3Cl)o2)C2CC2)c1,-7%,x,-6,1%,0.1%,x,x,-19,-6,6%,-5%
O=C(NCC1CCCN(C(=O)c2cc(Cl)ccc2F)C1)c1ccc(F)cc1 (stereo unspecified),13%,x,16,2%,0.0%,4,-10%,-13,-7,1%,-6%
Cc1ccc(S(=O)(=O)N2CCC(=O)N2)cc1,-5%,-1%,1,2%,-0.5%,5,-1%,-13,1,1%,-1%
COCC(=O)N(Cc1cc2cc(OC)ccc2[nH]c1=O)c1ccccc1OC,-6%,-4%,5,1%,0.6%,-1,1%,14,0,-8%,0%
CNS(=O)(=O)c1ccc(OC)c(-c2nnc3c4ccccc4c(C)nn23)c1,u,5%,12,0%,0.0%,6,3%,16,-5,-2%,-9%
COc1ccccc1N1CCN(C(=S)Nc2ccc3nc(N4CCOCC4)cc(C)c3c2)CC1,u,1%,-42,-7%,0.2%,-16,-1%,-28,18,-16%,0%
O=C(Cc1ccccc1)NC(=S)Nc1cc(C(F)(F)F)ccc1Cl,14%,2%,-20,3%,-0.4%,-5,x,-3,0,9%,10%
CCn1cc(C(=O)N2CCc3ccccc3C2)c(=O)c2cc(S(=O)(=O)N3CCCCC3)ccc21,5%,0%,x,1%,-1.6%,5,x,x,x,-11%,x
CSc1ccccc1NC(=O)COC(=O)CCC(=O)c1ccc(F)cc1,4%,x,-14,2%,0.2%,x,x,6,15,3%,-7%
C=CCn1c(=O)c(C(=O)Nc2ccccc2C(=O)OCC)c(O)c2ccccc21,u,0%,-29,0%,-0.1%,-11,-2%,-8,-5,19%,-2%
O=C1OCc2ccc(NC(=O)c3sccc3Cl)cc21,-11%,0%,-18,0%,-1.2%,-3,0%,0,-10,-8%,16%
COc1ccc(-c2nn(-c3ccccc3)cc2C(=O)n2nnc3ccccc32)cc1,8%,5%,19,5%,-0.2%,0,-1%,7,-4,-8%,0%
O=C(Cn1cc2c(n1)CCCC2)N1CCc2ccccc21,1%,-7%,8,0%,0.0%,0,-2%,u,3,0%,15%
COc1ccc(C(=O)NCc2nc3ccccc3[nH]2)cc1OC,-6%,-4%,2,2%,-0.5%,1,1%,21,4,-1%,4%
CCC(=O)Nc1ccc(OCc2nc3ccccc3s2)cc1,u,-11%,-5,3%,0.3%,0,0%,-2,10,7%,-1%
CN(C)Cc1ccc(F)cc1Sc1ccc(Cl)cc1Cl,u,-14%,-4,0%,-2.0%,-6,-3%,18,12,-8%,7%
O=C(NCc1ccccc1C(F)(F)F)C1CC(O)CN1C(=O)Nc1ccccc1 (stereo unspecified),-1%,-2%,6,0%,0.4%,0,1%,5,-1,-8%,0%
O=C1/C(=C\c2cc(Cl)c(O)c(Cl)c2)SC(=S)N1Cc1ccccc1,12%,x,-40,u,-0.2%,6,u,-5,-37,u,-11%
Cc1ccc(S(=O)(=O)N2CCOCC2)cc1C(=O)NCc1ccccc1CN1CCCC1,-3%,x,-20,2%,0.5%,x,x,-2,51,5%,-6%
Cn1c(=O)c2c(nc(Sc3nc4ccccc4n3CC(=O)N3CCCCC3)n2C)n(C)c1=O,2%,1%,-1,1%,0.4%,0,4%,-21,5,-9%,-4%
CC(=O)c1ccc(Nc2ccc([N+](=O)[O-])c3nonc23)cc1,12%,-9%,-10,2%,0.6%,0,-1%,10,-17,4%,-25%
O=C(O)CN(c1ccccc1)S(=O)(=O)c1cc(C(F)(F)F)cc(C(F)(F)F)c1,7%,2%,x,0%,0.2%,13,11%,0,6,12%,-6%
Cc1ccc(-c2csc(C3=C(O)CN(NC(=O)c4ccc([N+](=O)[O-])cc4)C3=N)n2)cc1,-1%,-2%,-1,0%,0.2%,0,4%,6,16,5%,-1%
CC(C)CCNC(=O)c1ccc2c(SCC(=O)O)c3c(nc2c1)CCC3,10%,0%,-6,1%,-0.9%,7,2%,-17,-8,-7%,-2%

# High-throughput results: PubChem BioAssay, National Center for Advancing Translational Sciences (NCATS)
